# POLI inh: qHTS for Inhibitors of Polymerase Iota; DNA polymerase iota (Homo sapiens), Q9UNA4; Pol iota fluorescent replication assay, 10 min; Potency, µM (top dose mostly 115 µM), inactives show at the top dose activity, negative = inhibition, usual class: inhibitors; actives 1% (n = 390,000); AID 588590, 2011; note: potency is the fitted concentration of half-maximal effect
#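 Fluorescent replication assay read twice, at 0 min and 10 min after adding 50 nM (final) substrate. Enzyme (10 nM) and compounds were first incubated 15 min at room temperature; enzyme-free buffer wells were negative controls.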
# RXFP1 antagonist: qHTS Assay for Antagonists of the Relaxin Receptor RXFP1; HEK293-RXFP1, relaxin-stimulated cAMP HTRF, 30 min; stronger effect = lower value; activity change, negative = inhibition, % at 57.5 µM; actives 0.59% (n = 350,000); AID 1259400, 2018;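 active = activity change of -60% or lower, but not beyond a set lower limit; inconclusive = change between -60% and -40%, or beyond the set limit; inactive = change above -40%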; note: % is set by controls: 0 for no effect and ±100 for the full control effect
# Target sequence (Q9HBX9 whole entry, looked up): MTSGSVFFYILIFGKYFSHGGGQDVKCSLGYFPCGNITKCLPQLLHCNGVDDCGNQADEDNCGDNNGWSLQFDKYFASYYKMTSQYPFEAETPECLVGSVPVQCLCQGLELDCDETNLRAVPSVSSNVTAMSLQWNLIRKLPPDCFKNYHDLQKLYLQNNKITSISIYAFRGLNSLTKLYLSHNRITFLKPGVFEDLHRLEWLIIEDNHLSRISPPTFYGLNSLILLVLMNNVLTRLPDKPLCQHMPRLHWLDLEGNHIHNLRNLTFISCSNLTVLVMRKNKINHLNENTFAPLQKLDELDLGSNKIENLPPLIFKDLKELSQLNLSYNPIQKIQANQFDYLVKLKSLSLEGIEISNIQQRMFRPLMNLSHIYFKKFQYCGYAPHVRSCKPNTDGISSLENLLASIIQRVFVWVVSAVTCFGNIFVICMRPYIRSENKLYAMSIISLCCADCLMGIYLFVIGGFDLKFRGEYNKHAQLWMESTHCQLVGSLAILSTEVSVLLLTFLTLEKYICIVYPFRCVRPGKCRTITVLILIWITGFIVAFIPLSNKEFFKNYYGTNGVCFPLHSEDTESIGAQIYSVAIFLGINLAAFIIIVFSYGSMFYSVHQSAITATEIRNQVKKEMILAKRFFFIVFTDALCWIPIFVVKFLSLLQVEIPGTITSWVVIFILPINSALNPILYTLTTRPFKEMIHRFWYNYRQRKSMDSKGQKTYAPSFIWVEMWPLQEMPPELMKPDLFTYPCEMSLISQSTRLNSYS
# PGK inhibitor: qHTS Assay to Find Inhibitors of Phosphoglycerate Kinase; actives 0.043% (n = 380,000); Potency, µM (highest dose often 57.5 µM), for the others: at the top dose activity change, negative = inhibition, actives largely listed as inhibitors; PGK/GAPDH coupled, Kinase-Glo luminescence, 60 min; Phosphoglycerate kinase, glycosomal (Trypanosoma brucei brucei), P07378; note: potency is the fitted concentration of half-maximal effect; % is set by controls: 0 for no effect and ±100 for the full control effect; nearly all actives have a fitted effect of over 60% in size
#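 Luminescent ATP detection (Kinase-Glo Plus) follows a 60-minute room-temperature incubation, with wells lacking PGK as controls. Buffer: 100 mM TEA (pH 7.6), 5 mM MgCl2, 0.01% Tween-20. Coupling enzyme GAPDH (100 nM final) supplies unstable 1,3-BPG in-well.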
# Apoferritin bind: qHTS Assay for Identification of Novel General Anesthetics | Ferritin light chain (Equus caballus), P02791 | apoferritin/1-aminoanthracene competitive binding, fluorescence | Potency, µM (titrated, usually from 77.5 µM), inactives show at the highest dose activity change, negative = displacement, most hits filed as inhibitors | actives 0.074% (n = 350,000) | AID 485281, 2010; note: potency is the fitted concentration of half-maximal effect; % is set by controls: 0 for no effect and ±100 for the full control effect; nearly all actives have a fitted effect of over 20% in size
#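 In PBS, apoferritin at 10 uM is loaded with 1-AMA from a 50% saturated solution. After 10 min of compound exposure at ambient temperature, reduced 535 nm fluorescence indicates probe displacement.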
# Pol beta inh: qHTS Assay for Inhibitors of DNA Polymerase Beta | P06746 | Pol beta primer extension/strand displacement, fluorescence kinetic | Potency, µM (top dose mostly 114 µM), without a hit: at the highest dose activity change, negative = inhibition, most hits filed as inhibitors | actives 1.3% (n = 340,000) | AID 485314, 2010; note: potency is the fitted concentration of half-maximal effect; % is set by controls: 0 for no effect and ±100 for the full control effect
#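 Pol beta (10 nM) and compounds were preincubated 15 min at room temperature, then 50 nM substrate (final) started primer extension/strand displacement. Reads were taken at 0 and 10 min; concentration-response data were fitted to a four-parameter Hill equation.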
# Pol kappa inh: qHTS for Inhibitors of Polymerase Kappa; Potency, µM (doses to about 107 µM), inactives show at the highest dose activity, negative = inhibition, usual class: inhibitors; purified Pol kappa, fluorescent DNA synthesis assay, 10 min; actives 0.53% (n = 400,000); AID 588579, 2011; note: potency is the fitted concentration of half-maximal effect; % is set by controls: 0 for no effect and ±100 for the full control effect
#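 First, compounds were pin-transferred onto 10 nM Pol kappa. After 15 min at room temperature, substrate was added to 50 nM final. Fluorescence was then measured kinetically at 0 and 10 min.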
# BLM inh: qHTS Assay for Inhibitors of Bloom's syndrome helicase (BLM) | AID 2528, 2010 | recombinant BLM DNA unwinding, fluorescence dequenching | actives 0.2% (n = 350,000) | Potency, µM (top dose mostly 56.1 µM), for inactives: top-dose activity change, negative = inhibition, most hits filed as inhibitors | RecQ-like DNA helicase BLM (Homo sapiens), P54132;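 note: potency is the fitted concentration of half-maximal effect; plate controls were vehicle for no effect and no enzyme for full effect; nearly all actives have a fitted effect of over 35% in size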
# APE1 inh: qHTS Assay for Inhibitors of the Human Apurinic/apyrimidinic Endonuclease 1 (APE1); recombinant APE1, TAMRA/BHQ-2 abasic DNA cleavage fluorescence; actives 0.35% (n = 350,000); Potency, µM (doses to about 65.8 µM), for inactives: at the highest dose activity change, negative = inhibition, most hits filed as inhibitors;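 note: potency is the fitted concentration of half-maximal effect; plate controls were vehicle for no effect and reference inhibitor for full effect; nearly all actives have a fitted effect of over 55% in size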
# Target sequence (P27695 whole entry, looked up): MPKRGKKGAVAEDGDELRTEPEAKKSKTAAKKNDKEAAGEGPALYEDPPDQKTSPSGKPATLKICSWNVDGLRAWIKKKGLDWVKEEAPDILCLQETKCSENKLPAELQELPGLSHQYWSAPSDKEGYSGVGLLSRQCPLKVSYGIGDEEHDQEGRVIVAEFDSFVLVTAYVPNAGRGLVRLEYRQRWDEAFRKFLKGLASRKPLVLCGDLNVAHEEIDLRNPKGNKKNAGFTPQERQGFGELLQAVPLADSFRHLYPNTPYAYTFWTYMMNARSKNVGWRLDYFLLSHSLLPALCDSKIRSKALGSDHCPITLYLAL
#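 Endonuclease cleavage of a quenched abasic-site DNA duplex (50 nM) by APE1 (0.75 nM) was tracked by TAMRA dequenching. Compounds were preincubated with enzyme 15 min at room temperature; data normalized to buffer-only and DMSO wells plus NSC13755 control.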
# Pol eta inh: qHTS for Inhibitors of Polymerase Eta; DNA polymerase eta (Homo sapiens), Q9Y253; recombinant Pol eta, fluorescent DNA replication assay; AID 588591, 2011; actives 1.2% (n = 390,000); Potency, µM (doses to about 114 µM), without a hit: at the top dose activity change, negative = inhibition, hits mostly inhibitors; note: potency is the fitted concentration of half-maximal effect; % is set by controls: 0 for no effect and ±100 for the full control effect
#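 Pol eta at 10 nM preincubated with compounds 15 min at room temperature; reaction started with fluorescent substrate (50 nM final) and read kinetically at 0 and 10 min.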
# * marks the source's active call; other numbers are inactive results; i = inactive; u = inconclusive; x = not tested or not shown; [ ] = dose if it differs, or a comment. Unless noted, calls come from the whole dose curve; as a rule, active = well fitted curve in the direction sought with a large enough effect; inconclusive = small, poorly fitted or top-dose-only effect, or another doubt; inactive = no such curve, though single readings can be large; an effect the other way counts as inactive or inconclusive.
# Every second line gives: POLI inh	RXFP1 antagonist	PGK inhibitor	Apoferritin bind	Pol beta inh	Pol kappa inh	BLM inh	APE1 inh	Pol eta inh
> Cn1ncc(C#N)c1NC(=O)c1nn2cccnc2c1Cl
 : 19%	-3	0%	-6%	24%	-23%	-2%	-2%	3%
> Cc1cc(C)c(S(=O)(=O)N2CCN(C(=O)N3CCCCC3)CC2)c(C)c1
 : -11%	5	-1%	-11%	13%	-4%	0%	5%	-4%
> Clc1ccc(CSc2snnc2-c2ccccc2)cc1
 : 2%	-13	3%	-16%	-11%	-5%	-5%	-4%	-4%
> C=CCc1ccc(OCC(O)CN2CCCCC2C)c(OC)c1 (stereo not drawn)
 : 1%	-2	4%	-16%	-16%	-6%	-6%	15%	-4%
> CN(C)/C=C\C(=C/C(=O)C(F)(F)F)Nc1ccccc1Oc1ccccc1
 : u	-4	4%	u	-2%	-4%	-3%	-8%	-10%
> COc1ccc(C2CC(=O)c3c([nH]c(C(=O)OCc4ccccc4)c3C)C2)cc1 (stereo not drawn)
 : 16%	5	i	-9%	u	-17%	-13%	x	u
> Cn1cc([N+](=O)[O-])c(C(=O)Nc2ccc(C(=O)N3CCCCC3)cc2)n1
 : 172%[activator]	6	-2%	-21%	21%	-13%	-2%	0%	-11%
> COc1ccc(/C=N/NC(=O)c2cc3c(OC)ccc(OC)c3[nH]2)cc1O
 : -24%	-11	-11%	3%	u	-26%	-12%	26%	u
> CCOc1cc(C2NC(=O)NC(O)(C(F)(F)F)C2C(=O)c2ccccc2)ccc1OC (stereo not drawn)
 : 15%	9	1%	3%	-1%	-15%	1%	-1%	-4%
> COc1ccc(N2C(=O)/C(=C/c3ccc([N+](=O)[O-])cc3)N=C2C)cc1
 : 74%[activator]	1	-2%	-5%	-9%	-16%	-1%	-6%	-15%
> CCOC(=O)C1=C(c2ccccc2)ON(C)C1c1ccccc1 (stereo not drawn)
 : 36%[activator]	-1	-3%	-10%	0%	-7%	-2%	-7%	-20%
> O=C(c1ccccc1)c1ncc[nH]1
 : 13%	1	2%	2%	37%	1%	2%	-8%	-16%
> CCn1cc(C(=O)NCCCN(C)C)c(=O)c2cc(F)c(N3CCN(C)CC3)cc21
 : u	1	8%	-8%	1%	2%	83%[activator]	-2%	-4%
> O=C(Nc1cccc(OCC(=O)N2CCOCC2)c1)c1cccc([N+](=O)[O-])c1
 : 16%	2	i	-8%	2%	3%	-1%	0%	-17%
> O=S1(=O)N=C(N/N=C/c2ccc(Br)o2)c2ccccc21
 : u	3	3%	-16%	-1%	-28%	0%	2%	-17%
> CSc1ccc(S(=O)(=O)NCC(=O)OCC(=O)NCc2cccs2)cc1[N+](=O)[O-]
 : 12%	-7	-8%	x	x	-3%	x	-8%	-20%
> CCOc1ccc(N2C(=O)/C(=C\c3ccc(OC)c(O)c3)S(=O)(=O)C2c2cccc([N+](=O)[O-])c2)cc1 (stereo not drawn)
 : 173%[activator]	-4	0%	u	-10%	-14%	-9%	6%	-18%
> C=CCn1c(COc2ccccc2F)nnc1SCCN1C(=O)c2ccccc2C1=O
 : 35%	-2	-8%	-1%	22%	-18%	8%	-9%	-17%
> CCc1nn(Cc2cccc(F)c2)c(=O)c2cc3cc(C)ccc3n12
 : 11%	x	0%	-4%	23%	-5%	-6%	x	-13%
> COc1ccc(C2/C(=C(\O)c3ccc4c(c3)OCCO4)C(=O)C(=O)N2Cc2cccnc2)cc1OC (stereo not drawn)
 : 25%	4	2%	-3%	12%	-13%	-1%	0%	-19%

# Among those listed so far, these have a CF3 group.
# Every second line gives: POLI inh	RXFP1 antagonist	PGK inhibitor	Apoferritin bind	Pol beta inh	Pol kappa inh	BLM inh	APE1 inh	Pol eta inh
> CN(C)/C=C\C(=C/C(=O)C(F)(F)F)Nc1ccccc1Oc1ccccc1
 : u	-4	4%	u	-2%	-4%	-3%	-8%	-10%
> CCOc1cc(C2NC(=O)NC(O)(C(F)(F)F)C2C(=O)c2ccccc2)ccc1OC (stereo not drawn)
 : 15%	9	1%	3%	-1%	-15%	1%	-1%	-4%

# Other records:
# Every second line gives: POLI inh	RXFP1 antagonist	PGK inhibitor	Apoferritin bind	Pol beta inh	Pol kappa inh	BLM inh	APE1 inh	Pol eta inh
> FC(F)(F)c1ccc(NCCc2ccccc2)nc1
 : 64%[activator]	-2	-4%	u	35%	0%	-4%	-16%	-18%
> Cc1ccc(/C=N/n2cc(-c3ccccc3)[nH]c2=S)s1
 : 31%[activator]	-2	0%	-19%	0%	9%	-4%	6%	6%
> CC(C)CNC(=S)N(Cc1ccco1)Cc1cc2cc3c(cc2[nH]c1=O)OCCO3
 : 21%	3	0%	-17%	-1%	0%	-3%	-3%	-6%
> CC(C)(C)N(Cc1ccccc1)C(=O)COC(=O)CN1C(=O)NC2(CCCC2)C1=O
 : 14%	5	1%	-10%	9%	-19%	-1%	u	-10%
> CC12CCC(C/C1=N/O)C2(C)C (stereo not drawn)
 : 6%	x	i	u	-9%	-19%	-7%	2%	0%
> CCOc1ccc(NC(=O)CCC(=O)n2nc(C)cc2C)cc1
 : x	x	x	-1%	-3%	x	-5%	-2%	x
> COc1ccc(OC)c(CN2CCN(C(=O)c3cc(S(=O)(=O)Nc4ccccc4OC)ccc3C)CC2)c1
 : -11%	-20	-6%	-4%	-19%	-1%	-2%	-6%	-15%
> CC(C)(C)NC(=O)CN(C(=O)CN1C(=O)C(=O)c2ccccc21)C(C)(C)C
 : 32%[activator]	3	-6%	-11%	1%	-11%	-6%	3%	4%
> CC(C)[C@H](NC(=O)OCc1ccccc1)C(=O)NC(C=O)Cc1ccccc1 (stereo partly drawn)
 : -15%	x	-1%	x	x	-19%	x	-3%	-13%
> COc1cc(CSc2nc(-c3ccccc3)cc(=O)[nH]2)cc(OC)c1
 : -31%	3	-8%	-4%	17%	-1%	-4%	26%	-4%
> COC(=O)c1ccc(NC(=O)CN(Cc2ccc(Cl)cc2)S(C)(=O)=O)cc1
 : -5%	5	-9%	1%	u	-16%	-13%	-7%	-17%
> Cc1cccc(NC(=O)Cn2c(=O)n(CCc3ccccc3)c(=O)c3ccccc32)c1
 : 36%[activator]	x	i	-10%	-10%	4%	-3%	x	-16%
> O=C(O)CC(CC(=O)Nc1ccc2ccccc2n1)c1ccccc1 (stereo not drawn)
 : 52%[activator]	-10	-5%	-9%	1%	-7%	-3%	1%	-18%
> COc1ccc(C(=S)N2CCN(C)CC2)cc1
 : 23%	6	-2%	-4%	17%	-16%	0%	14%	-3%
> C=CCC[C@H](Cc1ccc(F)cc1)C(=O)OC[C@@H](NC(=O)[C@@H](CC=C)CC(=O)N[C@H](CO)Cc1ccccc1)C(C)(C)C
 : 10%	x	-8%	x	x	-10%	x	-30%	-23%
> O=C(COC(=O)C1CCN(c2ccc(C(F)(F)F)cn2)CC1)c1ccccc1
 : 23%	-5	22%	x	x	-10%	x	-21%	-15%
> C/C(=N\Nc1nc(C)cc(C)n1)c1ccc(N2CCOCC2)cc1
 : -6%	-3	-2%	-8%	5%	8%	-1%	1%	-4%
> CC(=O)Nc1nc2cc([N+](=O)[O-])ccc2s1
 : -8%	x	-15%	x	x	-1%	x	16%	-6%
> O=C(NC(=S)Nc1ccccn1)c1ccco1
 : -7%	-27	-14%	-2%	25%	-13%	5%	12%	-6%
> CC(C)(C)CC(C)(C)NC(=O)/C=C/C(=O)O
 : 136%[activator]	-9	7%	20%	-26%	-13%	0%	-1%	7%
> N#Cc1c(-c2ccc(Cl)cc2)nc2n(c1=O)CCCS2
 : 18%	-9	-6%	-24%	33%	-1%	1%	13%	-13%
> O=C(CSc1nc2ccccc2c(=O)n1-c1ccccc1)NCc1ccc2c(c1)OCO2
 : 6%	-10	i	-14%	8%	-1%[60.1 µM]	0%	-2%	-2%
> CCc1ccc(NC(=O)Cn2c(=O)n(CCC(=O)NCCc3ccc(Cl)cc3)c(=O)c3ccccc32)cc1
 : 28%	x	-10%	-5%	6%	4%	-7%	x	-11%
> CC(C)CNC(=O)Cn1c(=O)c2c(ncn2CC(C)C)n(Cc2ccccc2)c1=O
 : 12%	8	0%	-3%	5%	5%	0%	-1%	-24%
> COc1ccc(OC)c(NC2=NC3(CCCCC3)N=C(N)N2)c1
 : 17%	-4	4%	-6%	u	-3%	-1%	-4%	1%
> COc1cc(OC)c(OC)cc1CN1CCN(S(=O)(=O)c2ccc(F)cc2)CC1
 : -15%	-10	-5%	-15%	18%	-9%	-1%	-4%	-10%
> O=C(NC1CCCCC1)C(c1ccc2ncccc2c1)N(Cc1ccccc1)C(=O)c1ccc2c(c1)OCCO2 (stereo not drawn)
 : u	17	-9%	1%	-15%	-7%	-5%	-6%	-2%
> Clc1ccccc1-c1nn2c(COc3ccccc3)nnc2s1
 : -9%	-2	-9%	-6%	-4%	-15%	-21%	-8%	-19%
> O=C(CN1CCCc2ccccc21)Nc1ccccc1[N+](=O)[O-]
 : 182%[activator]	-16	-6%	u	2%	-18%	-7%	-5%	-12%
> CN(c1ccc(OCC(=O)Nc2nc(-c3ccccc3)cs2)cc1)S(=O)(=O)c1ccc(F)cc1
 : 144%[activator]	-3	3%	-7%	19%	-8%	-6%	0%	-7%
> COc1ccc(N2CCN(C(c3cccs3)C(C)NC(=O)c3ccc4c(c3)OCO4)CC2)cc1 (stereo not drawn)
 : 20%	-13	-10%	-9%	u	-5%	-6%	2%	-20%
> CC(=O)N1N=C(c2cccc([N+](=O)[O-])c2)OC1(C)c1cccs1 (stereo not drawn)
 : 10%	1	8%	-5%	2%	1%	-3%	48%[activator]	-1%

# Some of the compounds tested; count on the stated rates, not on these rows.
